# From PubChem
# ATXN viability = viability counter-screen for ATXN expression inhibitors; S2 cells (HEK-293 line with an ATXN2-luciferase reporter) viability, CellTiter-Fluor protease fluorescence, 24 h; Potency, µM (titrated, usually from 56.7 µM), actives largely listed as cytotoxic; 0.49% of 400,000 active; AID 651635; also: potency is read from the fitted curve at half-maximal effect; nearly all actives have a fitted effect of over 40% in size
# HepG2 tox = HepG2 cytotoxicity, counter-screen for TGF-b inhibitors. HepG2 CAGA-GFP viability, ATP luminescence, 18 h. Potency, µM (highest dose often 46.1 µM), for inactives: at the top dose activity change, negative = cytotoxicity, hits mostly cytotoxic. 0.76% of 410,000 active. AID 588856; also: potency is read from the fitted curve at half-maximal effect; some results filed as inactive show a strong effect at the top dose
#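 HepG2 CAGA-GFP cells (1000/well, DMEM with 1% FBS) received compound, then TGF-beta at 500 pg/mL final, and were incubated 18 hours at 37 degrees C. Viability was read by CellTiter-Glo luminescence. Media-only wells were set as complete cell-killing and DMSO as no toxicity.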
# A549 tox = A549 cytotoxicity, counter-screen for Nrf2 inhibitors; AID 504648; Potency, µM (top dose mostly 46 µM), inactives show top-dose activity change, negative = cytotoxicity, usual class: inhibitors; A549 ARE-Fluc cells, CellTiter-Fluor viability, 18-24 h; 0.16% of 390,000 active; also: potency is read from the fitted curve at half-maximal effect; % is scaled to controls: 0 for no effect and ±100 for the full control effect
#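 Cytotoxicity counterscreen: CellTiter-Fluor fluorescence was measured in A549 ARE_Fluc cells after 18-24 h of compound exposure in a concentration series. The subsequent BugLite luminescent read reports ARE-luciferase activity.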
# Nrf2 ARE act = activates Nrf2 signaling. AREc32 ARE-luciferase reporter (MCF7-derived line), luminescence, 24 h. Potency, µM (titrated, usually from 46.1 µM), without a hit: at the top dose activation, actives largely listed as activators. 0.31% of 410,000 active. AID 624171; also: potency is read from the fitted curve at half-maximal effect; % of control where 0% means no effect; nearly all actives have a fitted effect of over 65% in size
#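 For detection, Steady-Glo was added and plates sat 30 min at RT; before that, AREc32_Fluc cells grown overnight in OPTI-MEM/5% FBS had been treated with 23 nL compound for 24 hr at 37 deg C.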
# pAkt inh = blocks phosphorylation of Akt | Neuro2A IGF-stimulated pAkt S473 HTRF, 20 min; stronger effect = lower value | activity change, % for hits at 50 µM | AID 651550 | 0.32% of 360,000 active; in the data active = activity change below about -80%; inconclusive = mostly about -51% to -80%; also: % is scaled to controls: 0 for no effect and ±100 for the full control effect
#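 Neuro2A cells (4,500/well, DMEM with 0.5% FBS) were treated with compound at a single 50 µM final concentration, stimulated with 6 nM IGF for 20 min at 37 °C, and lysed. Phospho-Akt Ser473 was read by HTRF as 665/615 ratio ×10^4.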
# Nrf2 block = blocks Nrf2 signaling; A549 ARE-Fluc reporter, luciferase luminescence, 18-24 h; Potency, µM (highest dose often 46 µM), for inactives: at the top dose activity change, negative = inhibition, usual class: inhibitors; 2.1% of 360,000 active; also: potency is read from the fitted curve at half-maximal effect; % is scaled to controls: 0 for no effect and ±100 for the full control effect; nearly all actives have a fitted effect of over 60% in size
#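 Reporter: ARE-Fluc in A549. Exposure: 18-24 h, 37 °C, 5% CO2, 5% FBS OPTI-MEM. Readouts: fluorescent cytotoxicity (CellTiter-Fluor), then luminescent Nrf2 signal after BugLite.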
# CCT chaperon mod = changes cytosolic chaperonin activity; purified chaperonin ATPase assay, HTRF ADP detection, 30 min; activity change, % (no concentration beside the values), hits read low; 0.3% of 360,000 active; AID 651819; in the data active = activity change below about -30%; also: % is scaled to controls: 0 for no effect and ±100 for the full control effect
#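 TRiC at 40 or 20 nM final (batch-dependent) in 30 mM Tris pH 7.4, 100 mM KCl, 5 mM MgCl2, 1 mM DTT, with compound at single 76 uM and 10 uM ATP, 30 min at 37 deg C. ADP detected by HTRF Transcreener, 665/615 ratio.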
# TGFb SMAD3 inh = inhibitors of TGF-b signaling. HepG2 CAGA-GFP TGF-b/SMAD3 reporter, GFP fluorescence, 18 h; TGF-beta stimulated, 500 pg/mL final. Potency, µM (titrated, usually from 46.1 µM), inactives show at the highest dose activity, negative = inhibition, hits mostly inhibitors. 1.2% of 410,000 active. AID 588855; also: potency is read from the fitted curve at half-maximal effect; % is scaled to controls: 0 for no effect and ±100 for the full control effect; nearly all actives have a fitted effect of over 65% in size
#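 First, reporter cells (HEPG2 CAGA-GFP) rested 2 h at 37 degrees C. Next, compounds were pinned in and TGF-beta added to 500 pg/mL final. After 18 h, GFP was imaged per cell and summed per well.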
# Mm-Cpn inhibitor = blocks the Methanococcus maripaludis chaperonin Mm-Cpn. purified Mm-Cpn ATPase, ADP Transcreener TR-FRET. Potency, µM (titrated, usually from 76.9 µM), for the others: at the highest dose activity, negative = inhibition, hits mostly inhibitors. 0.031% of 330,000 active. AID 504842; also: potency is read from the fitted curve at half-maximal effect; % is scaled to controls: 0 for no effect and ±100 for the full control effect; nearly all actives have a fitted effect of over 80% in size
#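 ATPase read-out: TR-FRET ADP immunoassay (anti-ADP Eu cryptate vs ADP-d2), ex 320 nm, em 590/665 nm; signal drops as ADP forms. Enzyme 25 nM, ATP 10 uM, 30 min at 37°C after 10 min compound preincubation.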
# Numbers without * were called inactive; i = inactive; ? = inconclusive; / = not tested or not shown; [ ] = another dose, or the depositor's remark. Unless noted, calls follow the shape of the dose curve; as a rule, active = well fitted curve in the direction sought with a large enough effect; inconclusive = small, poorly fitted or top-dose-only effect, or another doubt; inactive = no such curve, though single readings can be large; an effect the other way counts as inactive or inconclusive.
SMILES,ATXN viability,HepG2 tox,A549 tox,Nrf2 ARE act,pAkt inh,Nrf2 block,CCT chaperon mod,TGFb SMAD3 inh,Mm-Cpn inhibitor
Cc1ccc(-c2nc(Nc3cccc(O)c3)c3ccccc3n2)cc1,i,-71%,8%,6.1%,i,2%,-0.6,?,0%
O=C(CSc1nnc(-c2ccc(F)cc2)o1)N1CCCC1,i,10%,0%,0.2%,i,?,0.2,21%,?
O=C(COC(=O)COc1ccccc1F)Nc1ccc(Cl)cn1,i,3%,-3%,-0.8%,i,6%,-2.2,0%,0%
Cn1c(=O)[nH]c(=O)c2c1nc(CN1CCN(c3ccccc3F)CC1)n2Cc1ccc(F)cc1,/,-17%,-2%,-0.4%,/,5%,/,-19%,/
COCCCNc1nc2c(-c3cccc(C)c3)nnn2c2ccccc12,/,-23%,-2%,2.7%,i,-19%,-3.5,-6%,-1%
COc1ccc(C(C)=O)cc1COC(=O)CNC(=O)c1ccc(Cl)cc1,i,-19%,-6%,0.1%,i,5%,-1.9,?,3%
CCCN(CC(=O)Nc1cccc(S(N)(=O)=O)c1)CC(=O)Nc1ccc(F)c(F)c1F,i,-6%,2%,-1.3%,i,-20%,-1.3,-1%,-3%
CN(C)C(CNC(=O)c1coc2ccccc2c1=O)c1ccccc1 (stereo unspecified),i,-13%,-18%,5.2%,i,?,1.9,-15%,0%
CCN(CC)S(=O)(=O)c1ccc(/C=C/C(=O)OCC(=O)NC(=O)C2COc3ccccc3O2)cc1 (stereo unspecified),i,4%,1%,-0.8%,i,?,2.6,20%,-2%
CC(=O)c1ccc(N=Cc2c(O)n(-c3cc(Cl)ccc3N3CCOCC3)c(=O)c3ccccc23)cc1,?,-3%,?,0.1%,-120%*,/,-0.1,-26%,1%
CCCCN(CCCC)c1nc(OC)nc(-n2nnc(C(C)=O)c2C)n1,i,-6%,-21%,-0.2%,i,-27%,0.6,10%,0%
Cc1cc([N+](=O)[O-])nn1CC(=O)N(C)C1CCCCC1,i,-6%,1%,0.2%,i,2%,0.1,11%,0%
O/N=C1\CCCc2ccc(Cl)cc21,i,-17%,1%,0.3%,i,11%,-2.5,?,2%
O=C(COC(=O)/C=C/c1ccc2c(c1)OCO2)Nc1ccc(S(=O)(=O)N2CCCC2)cc1,i,-3%,-2%,-0.5%,i,?,-1.6,7%,-13%
NC(=O)CSc1nnc2ccc(-c3ccc(Cl)cc3)nn12,i,-12%,-12%,2.6%,i,11%,-1.1,-3%,-18%
COc1ccc2c(C)cc3nnnn3c2c1,i,15%,11%,0.3%,i,?,-39*,12%,-1%
CCOc1ccccc1N1CCN(CC(O)COCc2cccs2)CC1 (stereo unspecified),i,4%,-14%,-0.7%,i,-3%,0.4,-2%,-1%
COc1cccc(OC)c1OCCNCC1CSc2ccccc2O1 (stereo unspecified),i,-41%,-10%,4.8%,i,6%,-1.7,-18%,/
CCOc1ccccc1NC(=O)C1CCCN(S(=O)(=O)c2ccccc2)C1 (stereo unspecified),i,-10%,8%,-0.4%,i,?,-2.2,-5%,-2%
Cc1c(Cl)cccc1NC(=O)c1cc(C2CC2)on1,i,-36%,15%,5.3%,i,?,-0.4,1%,0%
COCCn1c(SCC(=O)NCc2ccco2)nnc1-c1c[nH]c2ccccc12,i,3%,2%,0.8%,i,?,0.0,-5%,-1%
Cc1cccc(N(Cc2ccccc2)C(=O)CN2C(=O)NC3(CCCC3)C2=O)c1,i,15%,1%,-0.2%,i,2%,-2.0,22%,-1%
COc1ccc(-c2cc(C(F)(F)F)nc(SCC(=O)N3CCC(C)CC3)n2)cc1,i,-4%,-3%,-0.5%,/,8%,/,9%,/
COc1ccc2c(c1)nc(SCC(C)O)n2C (stereo unspecified),i,-11%,0%,0.7%,i,1%,-0.3,-18%,1%

# Quoted from the entries so far (seven entries):
SMILES,ATXN viability,HepG2 tox,A549 tox,Nrf2 ARE act,pAkt inh,Nrf2 block,CCT chaperon mod,TGFb SMAD3 inh,Mm-Cpn inhibitor
Cc1ccc(-c2nc(Nc3cccc(O)c3)c3ccccc3n2)cc1,i,-71%,8%,6.1%,i,2%,-0.6,?,0%
O=C(CSc1nnc(-c2ccc(F)cc2)o1)N1CCCC1,i,10%,0%,0.2%,i,?,0.2,21%,?
O=C(COC(=O)COc1ccccc1F)Nc1ccc(Cl)cn1,i,3%,-3%,-0.8%,i,6%,-2.2,0%,0%
Cn1c(=O)[nH]c(=O)c2c1nc(CN1CCN(c3ccccc3F)CC1)n2Cc1ccc(F)cc1,/,-17%,-2%,-0.4%,/,5%,/,-19%,/
COCCCNc1nc2c(-c3cccc(C)c3)nnn2c2ccccc12,/,-23%,-2%,2.7%,i,-19%,-3.5,-6%,-1%
COc1ccc(C(C)=O)cc1COC(=O)CNC(=O)c1ccc(Cl)cc1,i,-19%,-6%,0.1%,i,5%,-1.9,?,3%
CCCN(CC(=O)Nc1cccc(S(N)(=O)=O)c1)CC(=O)Nc1ccc(F)c(F)c1F,i,-6%,2%,-1.3%,i,-20%,-1.3,-1%,-3%

# The list goes on.
SMILES,ATXN viability,HepG2 tox,A549 tox,Nrf2 ARE act,pAkt inh,Nrf2 block,CCT chaperon mod,TGFb SMAD3 inh,Mm-Cpn inhibitor
Cc1ccc(NCCC(=O)c2cccs2)cc1Cl,i,-4%,3%,?,i,27%,0.7,-2%,1%
COc1ccc(C(=O)Nc2ccc(Cl)c(S(=O)(=O)Nc3ccccc3OC)c2)cc1,i,-4%,-12%,0.4%,i,7.3µM*,-1.6,?,-3%
Brc1ccc2ncc3ccccc3c2c1,i,5%,-4%,0.0%,i,0%,0.5,0%,/
O=C(CNc1ccccc1)N/N=C/c1ccc2c(c1)OCCO2,i,-28%,0%,4.7%,i,?,-3.7,14%,1%
CC(=O)c1ccc(N2CCN(C(=O)C3CCN(S(=O)(=O)c4c(C)noc4/C=C/c4ccccc4F)CC3)CC2)cc1,/,-11%,-10%,18%,/,/,/,-20%,/
Cc1ccccc1-c1nc(CS(=O)(=O)CC(=O)Nc2cc(F)ccc2F)c(C)o1,?,-20%,-9%,-0.2%,i,?,-0.1,?,-1%
CC(=O)N1CCOc2ccc(S(=O)(=O)N3CCC(C(=O)NCc4ccc(Cl)cc4)CC3)cc21,i,1%,/,0.8%,i,/,-1.4,-12%,/
CN(CC(=O)Nc1ccc(Cl)c(C(F)(F)F)c1)C(=O)C1CCN(C(=O)c2ccc(Cl)cc2)CC1,?,-34%,?,-0.7%,i,23µM*,-3.0,?,/
Cc1ccc(N(C)S(=O)(=O)c2ccc3[nH]cc(C(=O)O)c(=O)c3c2)cc1C,/,1%,0%,-1.0%,/,4%,/,0%,/
C=CCOc1ccc(CNCc2cccnc2)cc1OCC,i,2%,-3%,-1.9%,i,-7%,-2.3,7%,0%
CCCNc1nc(C)cc(-c2cc(C(=O)NC3CCCC3)on2)n1,i,-8%,8%,1.2%,i,-16%,-2.8,-7%,-1%
CC(C)CC1(C)CNC(=O)NC1,i,-3%,2%,3.4%,i,-4%,0.4,12%,/
CCN(CC)c1ccc(/C=N/Nc2cccc(C)c2)c(O)c1,i,28%,-3%,0.4%[9.22 µM],i,10%,-0.1,7%,0%
Cc1ccc(S(=O)(=O)NC2CCCC(C(=O)O)C2)cc1 (stereo unspecified),i,2%,-2%,-0.1%,i,-5%,-0.1,-5%,-6%
O=C(Cn1cnc2cc([N+](=O)[O-])ccc2c1=O)NCc1ccc(Cl)cc1,i,-8%,1%,3.7%,i,-12%,1.2,-1%,4%
O=C1CN(C(=O)COC(=O)CCC(=O)c2ccc(F)cc2)c2ccccc2N1,i,-11%,-3%,-0.9%,i,7%,1.6,0%,-1%
O=C(O)CSc1nnc(NC(=O)CN2CCOCC2)s1,i,1%,1%,-0.6%,i,6%,-2.7,-2%,-11%
COc1ccc(-c2noc(CN(C(=O)c3ccoc3C)C(C)C)n2)cc1,i,-8%,-4%,-0.5%,i,-1%,1.2,7%,0%
O=C1c2ccccc2NC(c2cccc([N+](=O)[O-])c2)N1CCc1ccccc1 (stereo unspecified),i,-11%,2%,4.9%,i,?,-0.7,-28%,3%
Cc1c(NC(=O)/C(C#N)=C\c2cccs2)c(=O)n(-c2ccccc2)n1C,i,-1%,0%,0.5%,i,3%,-5.0,0%,1%
O=C(COC(=O)C1(c2ccc(Cl)cc2)CCCC1)N1CCc2ccccc21,i,1%,?,-0.2%,i,-8%,0.7,0%,3%
Cc1ccc(-c2ccc(/C=N/n3cnnc3)o2)cc1,i,1%,2%,-0.5%,i,?,0.4,-10%,1%
CN(Cc1nc2ccccc2[nH]1)C(=O)C1CCC(=O)N(C2CCCC2)C1 (stereo unspecified),i,12%,-1%,-0.3%,i,-3%,-0.5,-7%,2%
O=C(CSc1nc(NS(=O)(=O)c2ccccc2)cc(=O)[nH]1)Nc1ccc(F)cc1,i,2%,-5%,0.3%,i,16%,-0.3,-9%,-1%
Cc1ccc(C(=O)OCC(=O)c2c(N)n(C)c(=O)n(C)c2=O)cc1S(=O)(=O)N1CCCCC1,i,-40%,2%,0.3%,i,-14%,-2.7,-9%,0%
O=C(COc1cc2oc(=O)cc(-c3ccccc3)c2cc1Cl)NCc1ccccn1,i,-26%,7%,0.0%,i,-6%,2.0,-3%,0%
CC1CCCN(c2ccc(/C=C(\C#N)c3nn(-c4ccccc4)c(N)c3C#N)cc2[N+](=O)[O-])C1 (stereo unspecified),i,-15%,?,0.1%,i,?,0.7,10%,-1%
